Assay outcomes: PubChem, National Center for Advancing Translational Sciences (NCATS)
FEN1 inhibitor – blocks human flap endonuclease 1 | Potency, µM (titrated, usually from 114 µM), inactives show top-dose activity change, negative = inhibition, usual class: inhibitors | Recombinant FEN1 flap cleavage, fluorescence, 15 min | 0.35% of 390,000 active | AID 588795; further: nearly all actives have a fitted effect of over 65% in size
Target sequence (P39748 whole entry, looked up): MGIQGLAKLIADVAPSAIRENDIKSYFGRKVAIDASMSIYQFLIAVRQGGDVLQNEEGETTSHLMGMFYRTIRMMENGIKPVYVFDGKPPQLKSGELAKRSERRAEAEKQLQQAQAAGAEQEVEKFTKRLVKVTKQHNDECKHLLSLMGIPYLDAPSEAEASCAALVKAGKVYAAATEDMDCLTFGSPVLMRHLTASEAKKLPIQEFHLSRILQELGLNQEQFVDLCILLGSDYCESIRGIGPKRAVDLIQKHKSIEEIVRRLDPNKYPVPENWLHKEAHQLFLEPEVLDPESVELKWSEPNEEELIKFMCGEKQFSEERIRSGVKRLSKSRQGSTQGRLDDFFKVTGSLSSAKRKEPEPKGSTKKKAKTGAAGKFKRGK
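Nuclease activity of 10 nM FEN1 was measured after 15 min of room-temperature exposure to titrated compounds, by adding 50 nM flap substrate and reading plates at 0 and 15 min.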
N370S GC mod – inhibitors or activators of N370S glucocerebrosidase for Gaucher disease. P04062. N370S GC spleen homogenate, 4MU-glucoside fluorescence. Potency, µM (doses to about 59.4 µM), for inactives: top-dose activity change, negative = inhibition, usual class: inhibitors. 0.092% of 330,000 active. AID 2101;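 further: 0% = full enzyme activity and -100% = no enzyme basal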
TDP1 block – TDP1 (human) enzyme inhibition | Q9NUW8 | recombinant TDP1, AlphaScreen DNA substrate cleavage | Potency, µM (top dose mostly 130 µM), for the others: at the top dose activity change, negative = inhibition, actives largely listed as inhibitors | 0.28% of 350,000 active; further: nearly all actives have a fitted effect of over 40% in size
Target sequence (Q9NUW8 whole entry, looked up): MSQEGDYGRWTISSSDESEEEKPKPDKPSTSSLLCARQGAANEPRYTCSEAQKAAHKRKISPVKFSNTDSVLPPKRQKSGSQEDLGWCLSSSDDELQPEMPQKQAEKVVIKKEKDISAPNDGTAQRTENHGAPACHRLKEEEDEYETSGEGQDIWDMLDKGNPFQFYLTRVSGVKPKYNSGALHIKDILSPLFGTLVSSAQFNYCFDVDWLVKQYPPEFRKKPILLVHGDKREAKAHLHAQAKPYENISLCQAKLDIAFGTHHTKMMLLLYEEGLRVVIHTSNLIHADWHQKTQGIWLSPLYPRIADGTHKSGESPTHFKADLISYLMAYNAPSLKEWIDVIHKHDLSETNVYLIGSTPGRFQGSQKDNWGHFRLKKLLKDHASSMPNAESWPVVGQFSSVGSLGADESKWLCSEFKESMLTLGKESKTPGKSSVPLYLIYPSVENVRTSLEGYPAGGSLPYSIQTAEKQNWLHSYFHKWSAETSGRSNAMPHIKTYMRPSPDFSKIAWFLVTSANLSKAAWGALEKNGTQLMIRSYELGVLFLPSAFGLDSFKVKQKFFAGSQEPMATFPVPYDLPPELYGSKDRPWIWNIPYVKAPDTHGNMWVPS
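Compounds were preincubated with Tdp1 (1 nM final) for 15 min at room temperature before substrate (15 nM final) started a 5 min reaction; beads (10 ug/ml final) were then added for 10 min before AlphaScreen detection.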
* = called active by the depositor; ? = inconclusive; · = no result given; & = joins results of further samples; [ ] = another dose, or the depositor's remark. The call rests on the fitted dose curve; in most records, active means well fitted curve in the direction sought with a large enough effect; inconclusive means small, poorly fitted or top-dose-only effect, or another doubt; inactive means no such curve, though single readings can be large; an effect the other way counts as inactive or inconclusive. Unless noted, on the % scale 0 is the no-effect control and ±100 the full control effect; potency means the concentration at half of the fitted maximal effect.

N370S GC mod,TDP1 block,FEN1 inhibitor,SMILES
-4%,·,-4%,CCN(CC(=O)Nc1c(F)cccc1F)C(=O)c1ccc2ncsc2c1
-2%,3%[56.1 µM],15%,Cc1ccc(Cl)cc1NC(=O)NCc1ccccn1
-7%,9%,-19%,CN(c1ccccc1)S(=O)(=O)c1ccc(C(=O)Nc2nnc(-c3ccco3)o2)cc1
-1%,·,-6%,CCC(CC)NCC(O)COc1ccc(Br)cc1 (configuration not stated)
4%,-2%,-3%,COc1cccc2cc(C(=O)CC3(O)C(=O)N(Cc4ccccc4)c4ccccc43)c(=O)oc12 (configuration not stated)
-20%,6%,2%,Cc1ccc(-c2csc(N(Cc3ccccc3)C(=O)COc3ccccc3)n2)cc1
11%,-4%,-2%,Cc1ccc(C(=O)N2CCN(C)CC2)cc1S(=O)(=O)N1CCCCC1
8%,-2%,5%,CCC(=O)Nc1nc2ccc(NC(C)=O)cc2s1
·,1%[12.3 µM],-4%,COc1cc2ccccc2cc1C(=O)Nc1cccc(-c2nc3cc(C)c(C)cc3o2)c1
1%,0%,9%,COC(=O)CSc1nnc(-c2ccc(OC)cc2OC)o1
?,·,-19%,COc1ccc(N(Cc2cc3ccccc3[nH]c2=O)S(=O)(=O)c2ccc(C)cc2)cc1
-16%,0%,-20%,O=c1[nH]c2cc3c(cc2cc1CN(CCCO)C(=S)NCc1ccco1)OCO3
-6%,6%,-2%,O=C(N/N=C/c1cc(Br)c(Br)s1)c1ccncc1
-24%,·,-9%,CCCC[C@H]1COCCS(=O)(=O)N1Cc1ccc(C)cc1
0%,0%,?,COc1ccc(C(=O)Nc2ccc(NC(=O)c3cccs3)cc2)cc1Cl
13%,1%,1%,COc1ccc2c(-c3ccccc3)cc(=O)[nH]c2c1
6%,5%,-15%,CC1CCN(S(=O)(=O)c2csc(C(=O)Nc3ccccc3)c2)CC1
7%,-3%,6%,S=C(Nc1ccc(Cl)cc1Cl)NC1CCCCC1
-3%,5%,8%,Cc1sc(-n2c(C)cc(/C=N/n3cnnc3)c2C)c(C#N)c1C
·,-3%,-12%,Cc1ccc(S(=O)(=O)C(CNC(=O)C(=O)NCc2ccccc2C)c2cccs2)cc1 (configuration not stated)

More records follow:
N370S GC mod,TDP1 block,FEN1 inhibitor,SMILES
?,4%,·,CCN1CCN(Cc2ccc3c(c2)Cc2ccccc2-3)CC1
7%,0%,-4%,N#CCCN(C(=O)COC(=O)CNC(=O)c1cccs1)c1ccc(F)cc1
·,1%[56.1 µM],20%,CC(C)(CNC(=O)c1ccc(S(=O)(=O)Nc2cccc(C(F)(F)F)c2)cc1)N1CCOCC1
-16%,·,-11%,O=C(O)CN1CCN(Cc2cccc(Cl)c2)C1=O
-9%,0%,-15%,Cc1ccc(NC(=O)C(=O)NN)cc1
·,-3%[56.1 µM],-11%,N#CCCN(C(=O)COC(=O)c1ccc2ccccc2n1)c1ccccc1
6%,4%,-3%,Cc1onc(-c2c(Cl)cccc2Cl)c1C(=O)N=C(N)N1CCCC1
-4%,·,-2%,COc1ccc(C(=O)Nc2ccccc2)cc1S(=O)(=O)NCc1ccco1
-2%,-9%,-2%,CNc1c(NS(=O)(=O)c2cc(Cl)ccc2OC)c(=O)oc2ccccc12
-13%,0%,-2%,O=C(COC(=O)/C=C/c1ccc(S(=O)(=O)N2CCOCC2)cc1)NCc1ccc2c(c1)OCO2
7%,3%,-17%,O=C(COc1ccc(Br)cc1Cl)NC(=S)N1CCc2ccccc21
8%,2%,-3%,CNc1nc(SC)nc(N(C#N)CC(=O)OC)n1
-10%,-5%,3%,CSc1ncc2c(n1)-c1cc(C)ccc1SC2
5%,2%,-6%,CCc1nnc(NC(=O)CSc2nc(-c3ccccc3)nc3ccccc23)s1
-5%,·,-1%,COc1ccccc1N1CCN(C(=O)c2ccc(Cl)c(S(=O)(=O)N3CCCC3)c2)CC1
0%,·,5%,CCCN1CCC(NC(=O)C2CCN(C(C)=O)CC2)CC1
5%,-8%[56.1 µM],5%,Cc1nccn1CCCN1C(=O)OC2(CCCCC2)C1(C)O (configuration not stated)
3%,5%,-15%,Cc1ccccc1Cn1c2ccccc2c2cn[nH]c(=O)c21
27%,5%,-2%,O=C(Nc1ccccc1OC(F)F)c1ccc(Br)o1
·,0%,4%,COc1ccccc1N(CCC#N)C(=O)COC(=O)CCC(=O)c1ccc(F)cc1

The list goes on.
N370S GC mod,TDP1 block,FEN1 inhibitor,SMILES
0%,8%,-2%,CC(C)CCNC(=S)NC1CCCC1
·,3%,7%,Cc1cccc(N2CCN(C(=O)CCn3c(=O)c4cccn4c4cccnc43)CC2C)c1 (configuration not stated)
-9%,·,?,COc1ccc(OC)c(Nc2nc(N(C)c3ccccc3)nc(N)c2[N+](=O)[O-])c1
-5%,8%,-13%,CN(C)c1ccc(C2CC(c3cccc(NS(C)(=O)=O)c3)=NN2C(=O)c2ccccc2)cc1 (configuration not stated)
-11%,10%,1%,CCOC(=O)C(C(=O)OCC)C1N=C(N)N=C2Oc3ccccc3N21 (configuration not stated)
·,-1%,-9%,CCN1CCC(N(Cc2cccc(OC)c2)C(=O)Nc2ccc(C)cc2Cl)CC1
-2%,3%,-2%,Cc1ccc(C)c(N2CN(Cc3cccnc3)CNC2=S)c1
-6%,6%,-5%,COc1ccc(CNC(=O)C2CCN(S(=O)(=O)N3CCCC3)CC2)c(OC)c1
·,7%,6%,Cc1nc2nc(NC(=O)c3ccccc3F)[nH]n2c(=O)c1Cl
1%,1%,-15%,O=C(CSc1nnc(Cc2ccccc2)o1)Nc1cccc(F)c1
·,7%,15%&-18%,Brc1ccc(CN2CC[C@H]3C=CCc4cccc(c43)C2)cc1
·,-2%,-6%,Cc1ccc2[nH]c3c(=O)n(CC(=O)N(C)c4cc(Cl)ccc4C)ncc3c2c1
·,1%,-13%,CCC(C)NC(=O)c1ccccc1NC(=O)CN1C(=O)c2cccc3cccc1c23 (configuration not stated)
5%,·,-3%,CC(C)CN(C(=O)COC(=O)c1ccc2c(c1)OCCO2)c1c(N)n(Cc2ccccc2)c(=O)[nH]c1=O
·,1%,-6%,CC(NC(=O)c1ccco1)C(=O)N1CC=C(c2ccccc2)CC1 (configuration not stated)
4%,4%,-6%,O=C(Nc1ccccc1)N(c1ccccc1)C1C=CS(=O)(=O)C1 (configuration not stated)
24%,1%,-9%,COCCn1c(=O)[nH]c(=O)c2cc(C(=O)c3cc(Cl)ccc3O)cnc21
-24%,-3%,?,Cn1nc(C(F)(F)F)c(/C=N/OC(=O)c2ccccc2)c1SCc1ccccc1Cl
0%,-1%,2%,CCCCn1c(SCC(=O)NC2CCS(=O)(=O)C2)nc2cc(S(N)(=O)=O)ccc21 (configuration not stated)
11%[12.8 µM],1%,3%,O=S(=O)(Nc1cccnc1Cl)c1ccc2c(c1)OCCO2

Next part
N370S GC mod,TDP1 block,FEN1 inhibitor,SMILES
-13%,10%,-9%,CN(C)c1ccc(NC(=S)N(CCc2ccccc2)C2CC(=O)N(c3c(Cl)cccc3Cl)C2=O)cc1 (configuration not stated)
·,2%,1%,Cc1nn(S(=O)(=O)c2ccc(C(C)(C)C)cc2)c(C)c1S(=O)(=O)N1CCC(C)CC1
5%,8%,3%,CCCn1nc(NS(=O)(=O)c2ccccc2)c2cc3cc(C)ccc3nc21
26%,-2%,-6%,CCOC(=O)c1c(C)[nH]c(C(=O)CSc2nc3ccccc3o2)c1C
6%,1%,-8%,CCOC(=O)N1CCC(N2C(=O)c3ccc(C(=O)Nc4ccc(OC)cc4)cc3C2=O)CC1
22%,0%,-3%,CCc1nnc(NC(=O)C2CCN(C(=O)NC3CCCCC3)CC2)s1
1%,-2%,0%,Cc1ccc2nc(SCC(=O)Nc3nnc(SCC(N)=O)s3)[nH]c2c1
10%,-11%,-24%,N#CCC(=O)c1sccc1-n1cccc1
4%,·,20%,O=C(N/N=C\c1cccnc1)c1ccc(Cl)cc1Cl
4%,6%,5%,O=C(O)CC(SCC(=O)NC1CCCc2ccccc21)C(=O)O (configuration not stated)
6%,-1%,5%,COc1ccc(C2C(C#N)=C(C)NC(C)=C2C(=O)OC(C)C)c(OC)c1 (configuration not stated)
-2%,2%,-22%,COc1ccc(OC)c(C2C(C(=O)c3ccc(C)o3)=C(O)C(=O)N2CCN2CCOCC2)c1 (configuration not stated)
12%,·,14%,CCCN1CCN(C(=O)c2cc(COc3ccc4ncccc4c3)on2)CC1
-6%,·,-2%,CCOc1ccc(NC(=O)N(c2ccccc2)c2ccccc2)cc1
·,0%,-13%,O=C(NCC(c1cccs1)S(=O)(=O)c1cccs1)c1ccc(C(F)(F)F)cc1 (configuration not stated)
·,-4%,-16%,O=C(c1cnc(N2CCCCC2)c2ccccc12)N1CCN(c2cccc(Cl)c2)CC1
-4%,2%,4%,COc1ccc(N(CC(O)CN2CCCCC2)S(=O)(=O)c2ccc(C)cc2)cc1 (configuration not stated)
-7%,5%,29%,CCOC(CNC(=O)c1ccc2c(c1)nc(C)n2-c1cccc(F)c1)OCC
5%,2%,-6%,CN(C)CCCN1CC(C(=O)O)CC1=O (configuration not stated)
·,-3%,-4%,CCn1c(=O)cc(OCC(=O)N(C)c2cc(Cl)ccc2C)c2ccccc21

Reprinted at random: 2 records from the list
N370S GC mod,TDP1 block,FEN1 inhibitor,SMILES
11%,-4%,-2%,Cc1ccc(C(=O)N2CCN(C)CC2)cc1S(=O)(=O)N1CCCCC1
22%,0%,-3%,CCc1nnc(NC(=O)C2CCN(C(=O)NC3CCCCC3)CC2)s1

Going on with the list:
N370S GC mod,TDP1 block,FEN1 inhibitor,SMILES
·,-1%,7%,Cc1ccc(Cl)cc1NC(=O)CSCc1cnn(-c2ccccc2)c1-n1cccc1
-4%,-4%,5%,Fc1ccccc1-c1n[nH]c(=S)n1CC1CCCO1 (configuration not stated)
-2%,8%,-16%,COc1ccc(C2=NN3C(C2)c2ccccc2OC32C(=O)N(C)c3ccccc32)cc1 (configuration not stated)
23%,5%,2%,O=C(NCc1ccco1)c1ccc(F)c(S(=O)(=O)N2CCCCC2)c1
-1%,·,5%,O=C1CC(Sc2ncn[nH]2)C(=O)N1c1ccccc1 (configuration not stated)
3%,-3%,7%,CCOC(=O)c1ccc(Oc2c(C)oc3cc(OS(C)(=O)=O)ccc3c2=O)cc1
15%,-3%,1%,CCOCCCNC(=O)N[C@@H](Cc1ccccc1)C(=O)OC
6%,0%,6%,CCc1nnc(NC(=O)c2c(O)c3c([nH]c2=O)CCCC3)s1
1%,4%,-18%,CC(=O)NC1(NC(C)=O)CCN(C)C(c2ccccc2)C1C (configuration not stated)
·,0%,-2%,CC(=O)Nc1ccc(S(=O)(=O)N(C)CC(=O)OC2CCCCC2=O)cc1 (configuration not stated)
·,0%,-15%,CCOC(=O)c1c(C)oc2c1c(/C=N/c1ccccn1)c(O)c1ccccc12
?,·,9%,CC1CC(NC(=O)c2cnc3n(c2=O)CCS3)CC(C)(C)C1 (configuration not stated)
-4%,8%,-11%,Cc1cc(C)c(C(=O)/C=C/c2cccc3ccccc23)c(=O)[nH]1
1%,·,-29%,O=S(=O)(NOCc1ccc(Cl)cc1)c1ccc(Cl)cc1
-7%,-3%,14%,COc1cc(/C=N/NC(=O)CCn2nnc3ccccc32)ccc1O
23%,-5%,-8%,COc1ccccc1/C=N/OC(=O)c1ccc(C)cc1
-5%,-5%,-5%,Nc1ncnc(Sc2ncccn2)c1[N+](=O)[O-]
-10%,3%,5%,O=C(NCCCl)Nc1ccc(Cl)c([N+](=O)[O-])c1
-13%,·,0%,O=[N+]([O-])c1cccc(CN2CCN(c3cccc4[nH]ccc34)CC2)c1
·,12%,-2%,Cc1ccccc1Nc1c(-c2ccc(N3CCOCC3)cc2)nc2ccccn12
3%,-2%[56.1 µM],-3%,O=C(NCc1ccccc1)N1CCn2c(nc3ccccc32)C1
1%,-2%,3%,O=C(NCCc1ccc(Cl)cc1)c1cccnc1

Record cards, from the list above. Values in the order: N370S GC mod, TDP1 block, FEN1 inhibitor
`CC1CC(NC(=O)c2cnc3n(c2=O)CCS3)CC(C)(C)C1` (configuration not stated) as listed: ?, ·, 9%
`CCOC(=O)c1ccc(Oc2c(C)oc3cc(OS(C)(=O)=O)ccc3c2=O)cc1` as listed: 3%, -3%, 7%
`O=C(NCc1ccccc1)N1CCn2c(nc3ccccc32)C1` as listed: 3%, -2%[56.1 µM], -3%
`CC(=O)NC1(NC(C)=O)CCN(C)C(c2ccccc2)C1C` (configuration not stated) as listed: 1%, 4%, -18%

A draw from above in order of length of the SMILES, highest first:
N370S GC mod,TDP1 block,FEN1 inhibitor,SMILES
7%,0%,-4%,N#CCCN(C(=O)COC(=O)CNC(=O)c1cccs1)c1ccc(F)cc1
6%,0%,6%,CCc1nnc(NC(=O)c2c(O)c3c([nH]c2=O)CCCC3)s1
-6%,·,-2%,CCOc1ccc(NC(=O)N(c2ccccc2)c2ccccc2)cc1
8%,2%,-3%,CNc1nc(SC)nc(N(C#N)CC(=O)OC)n1
